N370S GC mod = qHTS Assay for Inhibitors and Activators of N370S glucocerebrosidase as a Potential Chaperone Treatment of Gaucher Disease. AID 2101, 2009. N370S GC spleen homogenate, 4MU-glucoside fluorescence. Potency, µM (series often up to 59.4 µM), for inactives: at the top dose activity change, negative = inhibition, usual class: inhibitors. 0.092% of 330,000 active; active = well fitted inhibition curve with a large enough effect; inconclusive = small, poorly fitted or top-dose-only effect, or effect the other way, or another doubt; inactive = no such curve, though single readings can be large or run the other way;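 also: 0% = full enzyme activity and -100% = no enzyme basal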
Starred values were filed as active, the others as inactive; u = inconclusive; [ ] = remark or other dose. Potency is read from the fitted curve at half-maximal effect.

SMILES	N370S GC mod
O=C(O)c1nn(-c2ccccc2-c2n[nH]c(=O)[nH]c2=O)c(=O)[nH]c1=O	3%
COc1ccc(/C=C/C(=O)c2cccs2)c(OC)c1	11%
Cn1cc(-c2nc3cncnc3n(Cc3ccc(F)cc3)c2=O)c2ccccc21	-15%
COc1ccccc1CN1CCCC2(CCN(C(=O)c3cnccn3)CC2)C1	-3%
CCN1C(=NCCc2cccs2)N[C@@H](CCc2ccccc2)[C@H](C(=O)NCCc2cccs2)[C@H]1C	-10%
COC(=O)N1CCC2(CC1)CN(c1ccccc1)C2	12%
CS(=O)(=O)Nc1cccc(-c2nc(Nc3ccncc3)c3ccccc3n2)c1	u
O=C(Oc1ccccc1)N1CCC2(CC1)CN(c1ccncc1)C2	-2%
COc1ccc2[nH]cc(CCNc3cc(-c4c(C)noc4C)ncn3)c2c1	6%
CS(=O)(=O)N1CCC[C@@]2(CCN(Cc3ccccc3)C2)C1	-6%
COc1cccc(-c2cncnc2NCc2cnc(C)cn2)c1	-3%
COCCn1c(=O)cnc2cnc(OC)nc21	3%
N#Cc1ccc(CN2CCC3(CC2)CCN(S(=O)(=O)c2ccccc2)CC3)cc1	-15%
O=C(c1cc(C(F)(F)F)cc(C(F)(F)F)c1)N1CCC2(CCCN(Cc3ccccc3)C2)CC1	-6%
COCCn1c(=O)c(-c2ccc(F)cc2)nc2cnc(Oc3ccc(OC)cc3)nc21	10%
C=C1C(=O)OC2C[C@@]3(C)CCCC(=C)[C@@H]3CC12 (stereo partly drawn)	-8%
COc1ccccc1CN1CCC2(CC1)CCN(C(=O)c1cccn1C)CC2	11%
COCC(=O)N1CCC[C@@]2(CCN(c3ccccn3)C2)C1	-1%
O=C(Nc1cccc(F)c1)N1CCCC2(CCN(C(=O)c3cccc(F)c3)CC2)C1	3%
Cc1csc(CNc2ncnc3ccc(-c4ccc5c(ccn5C)c4)cc23)c1	-5%

Continued, starting with the last seven of the part before.
SMILES	N370S GC mod
O=C(c1cc(C(F)(F)F)cc(C(F)(F)F)c1)N1CCC2(CCCN(Cc3ccccc3)C2)CC1	-6%
COCCn1c(=O)c(-c2ccc(F)cc2)nc2cnc(Oc3ccc(OC)cc3)nc21	10%
C=C1C(=O)OC2C[C@@]3(C)CCCC(=C)[C@@H]3CC12 (stereo partly drawn)	-8%
COc1ccccc1CN1CCC2(CC1)CCN(C(=O)c1cccn1C)CC2	11%
COCC(=O)N1CCC[C@@]2(CCN(c3ccccn3)C2)C1	-1%
O=C(Nc1cccc(F)c1)N1CCCC2(CCN(C(=O)c3cccc(F)c3)CC2)C1	3%
Cc1csc(CNc2ncnc3ccc(-c4ccc5c(ccn5C)c4)cc23)c1	-5%
COc1ccccc1-c1cc(Nc2ccc(F)cc2)ncn1	4%
c1ccc(CNc2ncncc2-c2ccoc2)cc1	1%
COc1cccc(Cn2c(=O)c(-c3cccs3)nc3cnc(N4CCN(C)CC4)nc32)c1	-28%
COc1ccc(C(=O)N2CCC[C@@]3(CCN(CC(C)C)C3)C2)cc1	-7%
COc1ccc(Oc2ncc3nc(C)c(=O)n(Cc4ccc(F)cc4)c3n2)cc1	9%
FC(F)(F)c1ccccc1-c1ccc2ncnc(N3CCOCC3)c2c1	6%
CN1CCN(c2ncc3ncc(=O)n(CCC#N)c3n2)CC1	6%
CCNc1ncc2nc(-c3cc(F)cc(F)c3)c(=O)n(CCC#N)c2n1	u
Cc1nnc2ccc(-c3ccc(NC(=O)c4ccc(Cl)nc4)cc3)nn12	4%
CS(=O)(=O)N1CCC2(CC1)CN(C(c1ccccc1)c1ccccc1)C2	0%
COc1ccc(CNc2cc(-c3cccnc3)ncn2)c(OC)c1	-7%
CC(=O)OC1CCC2(C)C3CC(=O)C4(C)C(CC5OC6(CCC(C)CO6)C(C)C54)C3CC[C@H]2C1 (stereo partly drawn)	-1%
Cn1cccc1C(=O)N1CCC[C@@]2(CCN(Cc3nccs3)C2)C1	-4%
O=c1c(-c2ccc(F)c(F)c2)nc2cncnc2n1C1CC1	u
COc1ccc(-c2nc3cnc(N4CCNCC4)nc3n(Cc3cccc(OC)c3)c2=O)cc1	u
Cn1cc(-c2nc3cnc(N4CCNCC4)nc3n(C)c2=O)c2ccccc21	9%
O=C(c1cccc(F)c1)N1CCC2(CC1)CN(c1ncccn1)C2	-3%
COc1ccc2[nH]cc(CCNc3ccnc(-c4ccc(C(=O)N(C)C)cc4)n3)c2c1	-12%
COc1ccc(NC(=O)N2CCC3(CC2)CCN(S(C)(=O)=O)CC3)cc1	4%
CC(=O)N1CCC2(CCN(Cc3ccncc3)CC2)CC1	-2%
c1nc(NC2CC2)c2cc(-c3ccoc3)ccc2n1	-7%
CS(=O)(=O)N1CCC2(CCCN(C(=O)Nc3cccc(F)c3)C2)CC1	16%
Cn1cccc1C(=O)N1CCC[C@@]2(CCN(Cc3ccc(C#N)cc3)C2)C1	0%
Cn1c(=O)c(-c2ccc(Cl)cc2)nc2cnc(N3CCOCC3)nc21	-12%
O=C(Nc1cccc(F)c1)N1CC[C@@]2(CCCN(S(=O)(=O)c3ccccc3)C2)C1	u
CCc1ccc(Nc2n[n+](-c3ccccc3)c(/C=C/c3ccccc3)s2)cc1	-5%
O=c1c(CCc2ccccc2)nc2cnc(N3CCNCC3)nc2n1Cc1cccs1	u
CC(=O)NCCNc1nc(-c2ccccc2C)nc2ccccc12	-9%
O=C(O[C@@H]1Cc2c(O)cc(O)cc2O[C@@H]1c1cc(O)c(O)c(O)c1)c1cc(O)c(O)c(O)c1	-12%
CN(C)c1ncc2ncc(=O)n(Cc3cccs3)c2n1	14%
N#Cc1cccc(NC(=O)N2CCCC3(CCN(C(=O)c4cnccn4)CC3)C2)c1	8%
CN(C)c1ccc(-c2cncnc2Nc2ccccc2)cc1	-14%
CN(C)C(=O)c1ccc(-c2cncnc2NC2CCNCC2)cc1	13%
CC(C(=O)Nc1ccccc1F)N1CCN(C)CC1 (stereo not drawn)	-4%
COc1cc2nc(CN3CCN(C(c4ccccc4)c4ccccc4)CC3)[nH]c(=O)c2cc1OC	-11%
Cc1noc(C)c1C(=O)N1CCC2(CCN(Cc3nccs3)CC2)CC1	-6%
Cc1cnc(CNc2ncncc2-c2ccoc2)cn1	5%
COCCn1c(=O)c(-c2cccc(C#N)c2)nc2cnc(Nc3ccccc3)nc21	-1%
O=S(=O)(c1ccccc1)N1CCC2(CCN(C(c3ccccc3)c3ccccc3)CC2)CC1	-4%
Cc1cnc(CNc2ncncc2-c2ccccc2Cl)cn1	-5%
COc1ccc(C2CC(c3ccc(C)cc3)=NN2C(=O)CCC(=O)O)cc1OC (stereo not drawn)	2%
c1ccc(CCCOCCC2CO2)cc1 (stereo not drawn)	-3%
O=c1c(-c2cc(F)cc(F)c2)nc2cncnc2n1-c1ccccc1	7%
CCNc1ncc2nc(CCc3ccccc3)c(=O)n(C[C@H]3CCCO3)c2n1	-6%
COc1cccc(Cn2c(=O)c(CCc3ccccc3)nc3cnc(N4CCNCC4)nc32)c1	-30%
Cc1ccccc1-c1ccc2ncnc(N3CCOCC3)c2c1	24%
Cn1cc(-c2nc3cncnc3n(-c3ccccc3)c2=O)c2ccccc21	-19%
c1ccc(CNc2nc(-c3ccc4c(c3)OCO4)nc3ccccc23)cc1	u
COc1ccc2[nH]cc(CCNc3nc(-c4cccc(C#N)c4)nc4ccccc34)c2c1	-18%
Cc1ccccc1-c1nc(NCc2cccs2)c2ccccc2n1	7.1µM*
COc1ccc2nc3cc(Cl)ccc3c(Nc3cc(CN4CCCC4)c(O)c(CN4CCCC4)c3)c2n1	-8%
Cc1nc2cnc(N3CCOCC3)nc2n(Cc2ccc(F)cc2)c1=O	-4%
O=C(Nc1ccccc1)N1CC[C@@]2(CCCN(C(=O)c3cnccn3)C2)C1	12%
Cc1ccccc1-c1ccc2ncnc(NCc3cccnc3)c2c1	7%
O=C(Nc1ccccc1)N1CC2(CCN(C(=O)c3cc(C(F)(F)F)cc(C(F)(F)F)c3)CC2)C1	-3%
COc1ccc(-n2c(=O)c(C)nc3cnc(N4CCOCC4)nc32)cc1	14%
Cn1c(=O)c(-c2ccc(Cl)cc2)nc2cnc(Nc3ccccc3)nc21	1%
Fc1cccc(-n2c(-c3cccs3)nc3nc4ccccc4nc32)c1	7%
O=C(c1ccco1)N1CCC[C@@]2(CCN(Cc3nccs3)C2)C1	-11%
O=S1(=O)CCOCCN1Cc1ccc(Cl)cc1Cl	-6%
(cont.)
SMILES	N370S GC mod
O=C(c1csnn1)N1CCC2(CCN(Cc3nccs3)CC2)CC1	1%
O=C(c1cccc(F)c1)N1CCC2(CCN(Cc3cc(C(F)(F)F)cc(C(F)(F)F)c3)CC2)CC1	-5%
O=C(/C=C/c1ccc(O)c(O)c1)c1ccc(O[C@@H]2O[C@H](CO)[C@@H](O)[C@H](O)[C@H]2O)c(O)c1O	-25%
COc1ccc(Oc2ncc3nc(-c4ccc(Cl)cc4)c(=O)n(C4CC4)c3n2)cc1	8%
Cc1cccc(CNc2ncnc3ccc(-c4cccc(Cl)c4)cc23)c1	-4%
O=C1OC2(CCCCC2)CC2=C1C1O[C@](c3ccsc3)(Cc3c1ccc1ccccc31)O2	1%[12.8 µM]
COc1ccc(Oc2ncc3nc(-c4ccc(F)cc4)c(=O)n(C[C@H]4CCCO4)c3n2)cc1	3%
Cc1noc(C)c1-c1nccc(N2CCOCC2)n1	3%
Cc1cc(NC(=O)CN2CCN(Cc3ccccc3)CC2)nc2c1c(=O)oc1ccccc12	4%
COc1cccc(Cn2c(=O)cnc3cnc(N4CCN(C)CC4)nc32)c1	12%
CN(C)c1ncnc2ccc(-c3ccoc3)cc12	-5%
c1ccc(C(c2ccccc2)N2CC[C@@]3(CCCNC3)C2)cc1	-7%
N#Cc1cccc(-c2nc(NCc3cccs3)c3ccccc3n2)c1	-4%
CC(=O)N1CCC2(CCCN(c3ccncc3)C2)CC1	-1%
CC(C)NC(=O)N1CCC2(CC1)CCN(C(=O)c1cc(C(F)(F)F)cc(C(F)(F)F)c1)CC2	-1%
O=C(c1cccc(F)c1)N1CCC[C@@]2(CCN(c3ccccn3)C2)C1	0%
O=C(c1csnn1)N1CCC2(CC1)CCN(c1ccccn1)CC2	7%
COc1ccc(Oc2ncc3ncc(=O)n(Cc4cccs4)c3n2)cc1	-2%
COc1ccc(-c2nc3cnc(N4CCOCC4)nc3n(Cc3cccs3)c2=O)cc1	7%
O=C1CSC(=S)N1c1ccc(F)cc1	-3%
COCCNc1nc(-c2ccc(N(C)C)cc2)nc2ccccc12	-14%
CCNc1ncc2ncc(=O)n(CCc3ccccc3)c2n1	16%
COc1ccccc1CCn1c(=O)c(-c2cc(F)cc(F)c2)nc2cncnc21	9%
CCNc1ncc2nc(-c3ccc(OC)cc3)c(=O)n(CCc3ccccc3)c2n1	7%
COc1ccc(NC(=O)N2CCCC3(CCN(C(=O)c4c(C)noc4C)CC3)C2)cc1	-11%
O=C(c1cccc(F)c1)N1CCC2(CC1)CCN(c1ccncc1)CC2	-4%
CN(C)C(=O)c1ccc(-c2cc(Nc3ccccc3)ncn2)cc1	2%
CN(Cc1ccco1)c1cc(-c2cccc(NS(C)(=O)=O)c2)ncn1	1%
c1csc(CNc2nc(-c3ccoc3)nc3ccccc23)c1	u
O=C1OC2(CCCCC2)CC2=C1C1O[C@](CCCCN3C(=O)c4ccccc4C3=O)(Cc3ccccc31)O2	3%[12.8 µM]
Cn1c(=O)c(-c2cccc(C#N)c2)nc2cnc(Oc3ccccc3)nc21	3%
COCCn1c(=O)c(-c2ccc(OC)cc2)nc2cnc(OCc3ccccc3)nc21	6%
O=C(c1cnccn1)N1CCC[C@@]2(CCN(Cc3cc(C(F)(F)F)cc(C(F)(F)F)c3)C2)C1	-1%
Cc1noc(C)c1C(=O)N1CCC2(CCN(Cc3ccccc3)CC2)CC1	0%
Cc1noc(C)c1C(=O)N1CCC2(CCN(Cc3ccc(C#N)cc3)CC2)CC1	6%
FC(F)(F)c1ccccc1-c1cncnc1-n1ccnc1	2%
COc1ccccc1CN1CC[C@@]2(CCCN(C(C)=O)C2)C1	-1%
O=C(c1cccc(F)c1)N1CCC[C@@]2(CCN(Cc3ccccc3)C2)C1	-2%
Nc1cc([N+](=O)[O-])ccc1C(=O)O	3%
O=C(CN1C(=O)c2ccccc2C1=O)Oc1ccc(F)cc1	-7%

Compounds above with a CF3 group (7):
SMILES	N370S GC mod
O=C(c1cc(C(F)(F)F)cc(C(F)(F)F)c1)N1CCC2(CCCN(Cc3ccccc3)C2)CC1	-6%
FC(F)(F)c1ccccc1-c1ccc2ncnc(N3CCOCC3)c2c1	6%
O=C(Nc1ccccc1)N1CC2(CCN(C(=O)c3cc(C(F)(F)F)cc(C(F)(F)F)c3)CC2)C1	-3%
O=C(c1cccc(F)c1)N1CCC2(CCN(Cc3cc(C(F)(F)F)cc(C(F)(F)F)c3)CC2)CC1	-5%
CC(C)NC(=O)N1CCC2(CC1)CCN(C(=O)c1cc(C(F)(F)F)cc(C(F)(F)F)c1)CC2	-1%
O=C(c1cnccn1)N1CCC[C@@]2(CCN(Cc3cc(C(F)(F)F)cc(C(F)(F)F)c3)C2)C1	-1%
FC(F)(F)c1ccccc1-c1cncnc1-n1ccnc1	2%

Going on with the list.
SMILES	N370S GC mod
CS(=O)(=O)N1CCC2(CCN(C(c3ccccc3)c3ccccc3)CC2)CC1	-7%
COc1ccc(C2=NN(C(=O)c3ccccc3)C(c3ccc(OC)c(OC)c3)C2)c(OC(C)=O)c1 (stereo not drawn)	u
N#Cc1ccc(CN2CCC3(CC2)CCN(C(=O)c2cccc(F)c2)CC3)cc1	-4%
COc1ccc2[nH]cc(CCNc3ccnc(-c4ccccc4C(F)(F)F)n3)c2c1	u
COC(=O)N1CCC2(CC1)CN(C(=O)Nc1cccc(F)c1)C2	9%
CC(=O)N1CCC2(CC1)CCN(c1ccncc1)CC2	-8%
O=c1c(-c2ccccc2)nc2cncnc2n1Cc1ccc(F)cc1	26%
Cn1c(SCC(=O)NNC(=S)Nc2ccccc2)nnc1-c1ccncc1	4%

Bioassay records deposited in PubChem BioAssay by National Center for Advancing Translational Sciences (NCATS).

A portion of the library. The share of hits here may be higher or lower than overall.
